# From PubChem
# aSyn tox rescue = alpha-synuclein toxicity suppression in yeast; S. cerevisiae alpha-synuclein toxicity rescue, BacTiter-Glo growth, 24 h; Potency, µM (titrated, usually from 46.1 µM), for the others: at the highest dose growth rescue (activation), hits mostly activators; actives 0.02% (n = 94,000); AID 1347070; active = well fitted activation curve with a large enough effect; inconclusive = small, poorly fitted or top-dose-only effect; note: 0% is about no effect
#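 Growth restoration measured by BacTiter-Glo luminescence after 24 hr at 30 deg C; alpha-synuclein yeast, raffinose-pregrown to mid-log, were added at OD600=0.02 in galactose medium onto pinned compounds.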
# * = called active by the depositor; ? = inconclusive; [ ] = another dose, or the depositor's remark. Potency is the fitted concentration of half-maximal effect. Not all compounds are listed (hit frequency here may not be typical).
SMILES,aSyn tox rescue
COc1ccc(OC)c(NC(=O)CCNC(=O)N2CC(=O)Nc3ccccc32)c1,-1%
Cc1ccc(N2C(=O)[C@@H]3CSC(c4ccc(C(F)(F)F)cc4)N3C2=O)cc1 (stereo partly specified),-2%
CN(C)c1ccc(C(CNC(=O)c2ccccc2C(F)(F)F)N2CCOCC2)cc1 (stereo unspecified),0%
COc1ccc(S(=O)(=O)c2c(O)cc(C)c(NS(=O)(=O)c3ccccc3)c2C)cc1,1%
NC(=O)C1CCN(C(=O)c2ccc(NS(=O)(=O)/C=C/c3ccccc3)cc2)CC1,3%
COc1ccc(C(=O)Nc2ccc(NC(=O)c3cccs3)cn2)cc1,-4%
C[C@@H]1CN([C@@H](C)CO)C(=O)CCCn2nncc2CO[C@@H]1CN(C)S(=O)(=O)c1ccc(Oc2ccccc2)cc1,2%
O=C(CNC(=O)c1cccs1)c1ccc(Br)cc1,1%
N#Cc1cc(Nc2c(N)nc[nH]c2=O)c([N+](=O)[O-])cc1C#N,1%
CCCCc1nn2c(=O)cc(COC(=O)c3ccc(NC(=O)CCc4ccccc4)cc3)nc2s1,-6%
COc1ccc(OC)c(S(=O)(=O)N2CCC(C(=O)N3CCCCCC3)CC2)c1,1%
C=CC(C)(C)c1[nH]cnc1/C=C1\NC(=O)C(C(C)C)NC1=O (stereo unspecified),4%

# The closing two records of the part above open the next one:
SMILES,aSyn tox rescue
COc1ccc(OC)c(S(=O)(=O)N2CCC(C(=O)N3CCCCCC3)CC2)c1,1%
C=CC(C)(C)c1[nH]cnc1/C=C1\NC(=O)C(C(C)C)NC1=O (stereo unspecified),4%
O=c1[nH]c(C2CCN(S(=O)(=O)c3ccc(S(=O)(=O)NC4CC4)cc3)CC2)nc2c1nnn2Cc1ccc(F)cc1,4%
COc1ccc(N2CC(C(=O)N(CC(C)C)c3c(N)n(Cc4ccccc4)c(=O)[nH]c3=O)CC2=O)c(OC)c1 (stereo unspecified),3%
Cc1ccc(-n2nnc3c(=O)n(CC(=O)NCc4ccco4)cnc32)cc1,8%
C/C(=C\c1ccco1)CN1CCN(Cc2ccc(C)o2)C(CCO)C1 (stereo unspecified),-4%
CCC(=O)N1CCc2cc(Br)cc(S(=O)(=O)NCc3ccc(Cl)cc3)c21,4%
Cc1cc2occ(CC(=O)N(CCC(C)C)c3c(N)n(Cc4ccccc4)c(=O)[nH]c3=O)c2cc1C,4%
COc1cc2c(=O)n(CCc3ccccc3)c(=O)n(CC(=O)Nc3ccccc3)c2cc1OC,-4%
O=C(C[n+]1cc(-c2ccc(F)cc2)n2c1CCC2)c1cccs1,-1%
COc1ccccc1CNc1nc(C)c(C(=O)N(C)C)s1,1%
C[C@@H]1CN([C@@H](C)CO)S(=O)(=O)c2ccc(-c3cccc(C#N)c3)cc2O[C@@H]1CN(C)C(=O)c1ccc(F)cc1,-7%
Cc1nn(C(=O)c2ccc(Br)cc2)c(C)c1Sc1ccccc1,7%
CCc1ccccc1N1CC(c2nc3ccccc3n2CCOc2ccc(Cl)c(C)c2)CC1=O (stereo unspecified),-11%

# Molecules from the list above that have a cyano group:
SMILES,aSyn tox rescue
N#Cc1cc(Nc2c(N)nc[nH]c2=O)c([N+](=O)[O-])cc1C#N,1%
C[C@@H]1CN([C@@H](C)CO)S(=O)(=O)c2ccc(-c3cccc(C#N)c3)cc2O[C@@H]1CN(C)C(=O)c1ccc(F)cc1,-7%

# The list goes on:
SMILES,aSyn tox rescue
Oc1c(C(c2ccc(Cl)cc2Cl)N2CCN(Cc3ccccc3)CC2)sc2nc(-c3ccco3)nn12 (stereo unspecified),-17%
Cc1ccc(-n2nc(C)c3c(C)cc(=O)n(CC(=O)Nc4cccc(C)c4C)c32)cc1,-11%
CCCCN(CC)Cc1ccc(CNC(=S)Nc2c(C)cc(C)cc2C)o1,0%
CCN1CCN(Cc2ccc(NC(=O)c3ccc(C)c(NC(=O)C[C@@H]4NC(=O)[C@H](Cc5ccccc5)NC4=O)c3)cc2C(F)(F)F)CC1,9%
COc1cccc(CNC(=O)CCc2nnc3n(CC(C)C)c(=O)c4ccccc4n23)c1,0%
CCOC(=O)C1CCCN(S(=O)(=O)c2ccc(N3CCCCS3(=O)=O)cc2)C1 (stereo unspecified),-8%
CN(C)CCN(Cc1cc2cc3c(cc2[nH]c1=O)OCCO3)C(=S)NCC1CCCO1 (stereo unspecified),-5%
COc1ccccc1CNC(=O)CC(c1ccc(OC)c(OC)c1)N1Cc2ccccc2C1=O (stereo unspecified),1%
CC1=C(c2ccc(C)c(C)c2)S(=O)(=O)NC1=NCc1ccccc1Cl,-17%
CCN(CC)CCCn1c(SCC(=O)NCC2CCCO2)nc2ccccc2c1=O (stereo unspecified),4%
C=CCNC(=S)Nc1ccc2cn[nH]c2c1,-7%
CCOC(=O)c1c(C)[nH]c(C(=O)OCC(=O)Nc2cc(C)nn2-c2ccccc2)c1C,3%

# Of the compounds above, these contain an NH in an aromatic ring:
SMILES,aSyn tox rescue
N#Cc1cc(Nc2c(N)nc[nH]c2=O)c([N+](=O)[O-])cc1C#N,1%
C=CC(C)(C)c1[nH]cnc1/C=C1\NC(=O)C(C(C)C)NC1=O (stereo unspecified),4%
O=c1[nH]c(C2CCN(S(=O)(=O)c3ccc(S(=O)(=O)NC4CC4)cc3)CC2)nc2c1nnn2Cc1ccc(F)cc1,4%
COc1ccc(N2CC(C(=O)N(CC(C)C)c3c(N)n(Cc4ccccc4)c(=O)[nH]c3=O)CC2=O)c(OC)c1 (stereo unspecified),3%
Cc1cc2occ(CC(=O)N(CCC(C)C)c3c(N)n(Cc4ccccc4)c(=O)[nH]c3=O)c2cc1C,4%
CN(C)CCN(Cc1cc2cc3c(cc2[nH]c1=O)OCCO3)C(=S)NCC1CCCO1 (stereo unspecified),-5%
C=CCNC(=S)Nc1ccc2cn[nH]c2c1,-7%
CCOC(=O)c1c(C)[nH]c(C(=O)OCC(=O)Nc2cc(C)nn2-c2ccccc2)c1C,3%

# Next section
SMILES,aSyn tox rescue
CCn1c(SCC(=O)N(C)c2c(N)n(Cc3ccccc3)c(=O)[nH]c2=O)nnc1-c1cccs1,11%
COc1ccc2c(c1)c1c(c(=O)n(Cc3ccccc3)c(=O)n1CC(=O)Nc1ccccc1OC)n2C,0%
COc1cccc(/C=C/C(=O)OCC(=O)NC2CCCCCC2)c1,-6%
Cc1[nH]n(-c2nc(-c3ccccc3)cc(=O)[nH]2)c(=O)c1CCO,-3%
COc1ccc(C)cc1NC(=O)c1ccc2c(=O)n3c(nc2c1)CCCCC3,-1%
CCOc1ccc(/C=C/c2nc3ccccc3n2S(=O)(=O)c2cccc(Cl)c2)cc1,-75%[inhibitor]
CCOC(=O)CC(=O)CSc1nc2ccccc2c(=O)n1-c1ccc(C(=O)NCCOC)cc1,-11%
CS(=O)(=O)Nc1cccc2[nH]ncc12,-1%
CSc1cccc(NC(=O)c2ccc(NC3=NC4CS(=O)(=O)CC4S3)cc2)c1 (stereo unspecified),0%
Cc1cccc(Cn2cc3c(=O)n(CC(=O)Nc4ccc(C)c(F)c4)nc-3c3cc(F)ccc32)c1,7%
O=c1[nH]c(-c2ccccn2)nc2sc(-c3ccccc3)cc12,-14%
COc1ccc(Cc2nc(-c3ccc(-n4cccc4)cc3)no2)cc1,5%
O=C(Cc1csc2ccccc12)NCc1ccccc1F,-7%
CCN(CC)S(=O)(=O)c1ccc(C(=O)NC(=S)N2CCN(c3ccccc3O)CC2)cc1,10%
CCCCN(C(=O)c1oc2ccc(OCC)cc2c1C)c1c(N)n(CC(C)C)c(=O)[nH]c1=O,3%
CC(=O)c1ccc(N2CCCCC2)c(F)c1,-7%
Cc1ccccc1NC(=O)c1c(C)oc2ccc(O)c(CN3CCN(C)CC3)c12,3%
O=C(CSc1c2c(nc3ccccc13)CCC2)Nc1ccc(F)cc1F,-14%
CCOc1ccc(NC(=O)CNC(=O)Cc2ccccc2)cc1,2%
c1ccc2oc(NC3=NCN(C4CCCCC4)CN3)nc2c1,7%
FC(F)(F)c1ccccc1-n1c(-c2cnccn2)n[nH]c1=S,0%
COc1ccc(NC(=O)CSc2nccn2Cc2ccco2)cc1OC,-6%
Cc1ccn2c(Cc3ccccc3)c(-c3ccc(F)cc3)nc2c1,-3%
COCCn1cc(C(=S)N2CCCCC2)c2ccccc21,8%
COc1ccc(-c2cc(OC(=O)c3cccc(Cl)c3)c3c(C)oc(C)c3c(=O)c2)cc1,10%
O=C(COc1ccc(Cl)cc1)N1N=C(c2cccs2)CC1c1ccco1 (stereo unspecified),8%
Brc1ccc(-c2cc3c(N4CCN(c5ccccc5)CC4)nccn3n2)cc1,-4%
COc1cccc(-c2nn(-c3ccccc3)cc2/C=C(/NC(=O)c2ccccc2)C(=O)O)c1,7%
COc1ccc(OC)c(S(=O)(=O)NCc2ccc3c(c2)CCN3C(=O)c2cccc(C)c2)c1,1%
CCCNC(=O)CCCN1C(=O)CCn2nc(-c3cccn3C)cc21,-3%
CCN1CCN(C(c2ccc(OC)cc2)c2c(O)cc(C)n(Cc3ccco3)c2=O)CC1 (stereo unspecified),-4%
O=C(NC(=S)Nc1cccnc1)c1cccc(Cl)c1,-4%
CCCc1ccc(-c2ccc(C(=O)Oc3ccc(Br)cc3)cc2)nc1,-5%
CC(C)CC(=O)OCc1cc(=O)n2nc(C3CCCCC3)sc2n1,1%
Fc1ccccc1N1CCN(c2nnc(C(F)(F)F)c3nnn(Cc4ccccc4)c23)CC1,2%
CCc1nc2cccnc2n1-c1ccc(CC(=O)Nc2ccccc2Cl)cc1,-6%
Cn1cccc1/C=N/NC(=O)c1cccc(OC(F)(F)C(F)F)c1,-13%
Cc1cccc(N2CCN(C(=O)C3CCC(CNS(=O)(=O)c4ccc(Br)s4)CC3)CC2)c1C (stereo unspecified),1%
COc1cccc(C2CC(=O)Nc3cc(C)c(C)cc32)c1 (stereo unspecified),9%
COc1cccc(C(=O)NC(=O)Nc2cc(C)[nH]n2)c1,0%
CC(=O)N1CCC(N(Cc2ccco2)C(=O)Nc2ccc(Br)cc2F)CC1,-6%
CCOc1ccc(C(=O)CC(NCc2cccs2)C(=O)O)cc1 (stereo unspecified),18%
COc1ccc(OC)c(CNS(=O)(=O)c2ccc3c(c2)CCCN3C(C)=O)c1,3%
O=C(O)c1cccc(COc2ccc3c(c2)CCC3)c1,5%
COc1ccc(CNc2nc3ccccc3c3nc(-c4ccccc4)nn23)cc1,5%
COc1ccc(NC(=O)c2cc3c(=O)n(C)c4ccccc4c3n2C)cc1Cl,5%
OC(CNC1CCCCC1)CON=C1CCSc2c(Cl)cccc21 (stereo unspecified),14%
COc1cccc(NC(=O)c2cnc(SCC(=O)N3CCOCC3)n(C)c2=O)c1,1%
O=C(CN(C(=O)CNS(=O)(=O)c1ccc(F)cc1)c1ccccc1)NCc1ccco1,-3%
Cc1ccc(-c2nnc(Nc3ccc(Br)cc3)c3ccccc23)cc1S(=O)(=O)NCc1nc2ccccc2[nH]1,1%
CC(C)(C)OC(=O)N1CCC(c2c(C(=O)N3CCN(Cc4ccccc4)CC3)cnn2-c2ccc(Cl)cc2)CC1,10%
O=c1cc(-c2ccc(F)cc2)nc(SCc2nc(-c3ccccc3Cl)no2)[nH]1,-20%
Cc1ccc(C)c(CSc2nc3ccncc3n2Cc2nc(-c3ccccc3Cl)oc2C)c1,-42%[inhibitor]
CCn1cc(C(=O)NCCc2ccc(Cl)cc2)c(=O)c2cc(S(=O)(=O)N3CCc4ccccc4C3)ccc21,2%
CCOc1ccc(-n2c(SCC(=O)N3CCC(C(=O)O)CC3)nc3ccccc3c2=O)cc1,1%
CC(=NNC(=S)Nc1ccccc1)c1ccccn1,?
Cc1ccccc1C(=O)N(Cc1sccc1C)C1CCS(=O)(=O)C1 (stereo unspecified),5%
Cc1nc2ccn(Cc3cccnc3)c(=O)c2cc1C(=O)Nc1ccc(F)cc1F,3%
O=C(Nc1ccc2c(c1)OCO2)C1CC(=O)N(c2ccccc2)C1 (stereo unspecified),4%
COc1ccc(CCC(=O)NC2CC(=O)N(c3ccc(OC)cc3)C2)cc1 (stereo unspecified),-1%
# Continuation.
SMILES,aSyn tox rescue
CN(Cc1ccccc1)C(=O)c1cn(C)c2ccc(S(=O)(=O)N(C)C3CCCCC3)cc2c1=O,9%
COc1ccc(NC(=O)C(=O)NCC2(c3ccccc3)CCCC2)c(OC)c1,-8%
CC(C)N1CCc2c(sc(NC(=O)C3CCCCC3)c2C(N)=O)C1,-1%
Cc1cccc(NC(=O)c2ncn3c2C(=O)NC[C@@H]3C)c1,-1%
COc1ccc(CCNC(=O)COC(=O)c2cc(S(=O)(=O)NCc3ccccc3)ccc2O)cc1OC,13%
Cc1cccc(Cn2c(N(C)CCO)nc3c2c(=O)[nH]c(=O)n3C)c1,5%
Cc1ccc(NC(=O)C(=O)NCC2CCCN2S(=O)(=O)c2cccs2)cc1 (stereo unspecified),6%
Cc1nonc1NC(=O)CSc1nnnn1-c1ccccc1,0%
C[C@H](CO)N1C[C@H](C)[C@@H](CN(C)C(=O)C2CCOCC2)Oc2ncc(Br)cc2C1=O,11%
CSc1ccc(NC(=O)C2CCN(c3ncccn3)CC2)cc1,-3%
CC1=C(C(=O)Nc2cccnc2)C(c2ccccc2Cl)n2nc(-c3ccccc3)nc2N1 (stereo unspecified),-7%
CCCOc1cccc(C2c3c(oc4ccc(F)cc4c3=O)C(=O)N2CCCN2CCOCC2)c1 (stereo unspecified),1%
CC(=O)Nc1ccc(C(=O)NN2C(=O)NC3(CCCCC3)C2=O)cc1,2%
CCOc1ccc(/C=C/c2nc(C#N)c(NCc3ccccc3)o2)cc1,11%
CCCCCn1c(=O)[nH]c2cc(C(=O)NCc3ccc(C)cc3)ccc2c1=O,1%
C=CCSc1nnc(NC(=O)CCNC(=O)c2ccco2)s1,-5%
CCOc1ccc(CC(=O)NCc2ccc3c(c2)CCN3C(C)=O)cc1OCC,-8%
Cc1ccc2nc3c(cc(C(=O)NCc4ccco4)c(=N)n3C(C)C)c(=O)n2c1,-7%
CS(=O)(=O)c1ccc(Cl)c(NC(=O)c2cccc(Br)c2)c1,8%
CCn1c(SCC(=O)N2CCCC2)nnc1-c1ccco1,-8%

# Two records picked at random from those above:
SMILES,aSyn tox rescue
CCc1nc2cccnc2n1-c1ccc(CC(=O)Nc2ccccc2Cl)cc1,-6%
COc1ccccc1CNc1nc(C)c(C(=O)N(C)C)s1,1%
